# Compound activity from PubChem BioAssay.
# Dynein transport – dynein cargo transport inhibition; 3617.4 mouse cells, GR-EGFP nuclear translocation imaging; test concentration mostly 20 µM; stimulated with dexamethasone, 1 µM; hits give low values; z-score, hits read low; 220,000 tested, 0.47% active; AID 1381;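 active = plate z-score of nuclear minus cytoplasmic receptor signal below a set negative limit, without overly bright fluorescence or cell loss, cut at about -3.5 in these data, passing the limit was not always enough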;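 also: z-score of nuclear minus cytoplasmic ring GR-EGFP intensity difference per well; some compounds called inactive have numbers as strong as hits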
#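 Schedule: 48 h induction, then 1 h compound, then 30 min agonist, 37 °C. Buffer or medium: tetracycline-free induction medium containing charcoal-stripped FBS. Reagent: 1.0 µM final dexamethasone stimulus. Evaluation: nuclear versus cytoplasmic GR-EGFP signal, averaged per well. Signal: high-content fluorescence imaging after fixation.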
# Autophagy HCS – autophagy modulation, high-content screen; AID 463193; 190,000 tested, 0.98% active; calls only at 10 µM (by protocol); MEF GFP-LC3 puncta imaging; test concentration mostly 10 µM;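 active = percentage of spot-positive cells more than 3 SD above its plate mean, without a fluorescence outlier flag or 80% toxicity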;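 also: spot-positive cell cutoff set from DMSO-treated cells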
# WT yeast gro inh – growth inhibition of WT yeast, mitochondrial fusion screen. mitochondrial fusion phenotypic screen, WT strain. inhibition, % at 10 µM. 190,000 tested, 2.1% active; in the data active = inhibition above about 58%; tested in S. cerevisiae
# CSM14.1 death rescue – rescue of cells from ER stress-induced death, primary screen, 384-well, CSM14.1, thapsigargin, ATP luminescence (AID 1222); CSM14.1 thapsigargin-induced death rescue, ATP luminescence; higher % means a stronger effect; one-dose cellular ATP content (survival), % at 20 µM; EC50 in µM for titrated hits; 190,000 tested, under 10 active;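 active = EC50 below 50 µM in the dose-response confirmation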;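 also: death triggered by thapsigargin at about 15 µM added after 2 h compound pretreatment; cell ATP read after overnight thapsigargin exposure of roughly 18 to 22 hours; normalized against plate controls of thapsigargin alone and 5% DMSO vehicle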
# bCat nuc transl – alters nuclear translocation of beta-catenin in HeLa cells; immunofluorescence imaging; nuclear translocation activity, % at 5 µM; 190,000 tested, 0.3% active;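 active = nuclear translocation activity above 50% at 5 µM, with a well cell count of 50 or more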;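 also: per-cell ratio of nuclear to cytoplasmic median beta-catenin stain intensity; plate controls were DMSO negative control for no effect and GSK-3 inhibitor IX positive control for full effect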
#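 System: Human HeLa cells, endogenous beta-catenin | Compound dosing: 5 µM primary, 0.02–20 µM confirmation | Timing: 24 h compound exposure at 37°C, 5% CO2 | Measured by: Fluorescence imaging of beta-catenin antibody stain plus DAPI | Read-out basis: % activation of per-cell nuclear versus cytoplasmic median beta-catenin signal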
# Insulin prom up – MIN6 insulin promoter up-regulation | MIN6 insulin promoter-GFP reporter, high-content imaging; hits give high values | z-score at 5 µM | 190,000 tested, 0.3% active | AID 1625;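 active = z-score above 3 at 5 µM with at least 500 cells counted in the well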
# XIAP displacement – XIAP antagonists, biochemical, IAP family, fluorescence polarization (AID 1018); one-dose displacement, % at 20 µM; IC50 in µM for titrated hits; XIAP BIR domain, fluorescence polarization peptide displacement; higher % means a stronger effect; 200,000 tested, 0.007% active; in the data active = displacement above about 50%; also: a part of the inactive calls stands beside numbers as strong as those of hits
# Hep lipid drop – hepatic lipid droplet formation modulation; AID 1656; AML12 mouse hepatocytes, oleate lipid droplets, BODIPY imaging; inhibition, % at 6.5 µM; 240,000 tested, 0.4% active;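 active = lipid droplet intensity inhibited by at least 50%, with more than 500 cells counted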
#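 Technique: fluorescence imaging, 20x objective, two fields per well / Assay system: AML12 hepatocytes (mouse) / Measure: % inhibition of lipid droplet signal / Doses: 6.5 µM single-point dosing / Incubation: overnight exposure / Reagent: 100 µM oleic acid challenge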
# MT stabilizer – stabilizes microtubules in HeLa cells; % tubulin-high responders, % at 10 µM; 200,000 tested, 0.83% active; HeLa tubulin immunostaining HCS, 24 h; share of cells brighter than vehicle mean+2SD;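 active = plate Z-score above 3 for both tubulin-high and condensed-nucleus cell shares, with cell loss under 80%, at 10 µM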;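 also: anti alpha tubulin signal scored within the nucleus-defined area of each cell; some results filed as inactive read as strong as hits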
# WT yeast gro inh mutant strain – also measured in WT yeast gro inh; calls as there; inhibition, %; mitochondrial fusion phenotypic screen, mutant strain inhibition
# Dynein transport cytoplasmic EGFP – second read-out of Dynein transport, no call of its own (marks repeat the call); z-score; measured here: cytoplasmic GR-EGFP intensity; hits give high values
# Dynein transport nuclear GR-EGFP – also measured in Dynein transport; calls as there; z-score; measured here: nuclear GR-EGFP intensity;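 lower value marks the stronger effect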
# Dynein transport cell count – second read-out of Dynein transport, no call of its own (marks repeat the call); z-score; measured here: cell count per field
# Insulin prom up cell count – recorded beside Insulin prom up, whose call it bears; cell count; measured here: cytotoxicity, nuclei count;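 total cells summed across four imaged fields per well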
# Hep lipid drop cells 6.5 µM – recorded beside Hep lipid drop, whose call it bears; cell count; measured here: cell count, cytotoxicity flag;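 cells counted across two imaged fields per well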
# bCat nuc transl cell count 5 µM – also measured in bCat nuc transl; calls as there; cell count; measured here: cell count, cytotoxicity flag
# MT stabilizer Hoechst-high % – further read-out of MT stabilizer, marked with its call; % Hoechst-high responders; measured here: nuclear condensation Hoechst responders;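 share of cells brighter than vehicle mean plus two SD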
# MT stabilizer cytotoxicity % – further read-out of MT stabilizer, marked with its call; toxicity, %; measured here: cytotoxicity by cell density;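 0% = mean cell density of plate MIN control wells and 100% = no cells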
# Autophagy HCS cell loss 18 h – recorded beside Autophagy HCS, whose call it bears; toxicity, %; measured here: cell loss, nuclei count;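 cell loss after 18 h compound exposure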
# * = called active by the depositor; i = inactive; x = not tested or not shown; + = active, no number.
SMILES,Dynein transport,Dynein transport cytoplasmic EGFP,Dynein transport nuclear GR-EGFP,Dynein transport cell count,Autophagy HCS,Autophagy HCS cell loss 18 h,WT yeast gro inh,WT yeast gro inh mutant strain,CSM14.1 death rescue,bCat nuc transl,bCat nuc transl cell count 5 µM,Insulin prom up,Insulin prom up cell count,XIAP displacement,Hep lipid drop,Hep lipid drop cells 6.5 µM,MT stabilizer,MT stabilizer Hoechst-high %,MT stabilizer cytotoxicity %
CCOC(=O)C1=C(c2ccccc2)OC(N)=C(C#N)C1c1ccncc1 (stereo not drawn),-2.6,0.088,-1.6,0.74,i,-9,8,6,3.9%,0.3,1569,0.5,1428,-3.2%,8,673,1.6,1.4,2.3
CCCC(c1nnnn1Cc1cccs1)N1CCN(C2CCCC2)CC1 (stereo not drawn),-0.41,-0.24,0.0093,0.77,i,-8,-19,-2,0.2%,-3.2,1278,0.09,1191,1.2%,9,750,2.7,3.3,7.0
Cc1cc(NS(=O)(=O)c2cccs2)no1,0.17,-0.19,0.24,-0.53,i,11,-1,4,1.8%,x,x,x,x,-0.8%,x,x,2.3,2.4,10
CC(C)(C)c1cc(CN2CCN(CCC#N)CC2)cc(C(C)(C)C)c1O,-0.76,-0.27,-0.15,-0.27,i,7,9,10,1.8%,-2.0,1192,x,x,-5.5%,x,x,2.9,2.0,5.9
CCOc1c(OC)cc(C2C(C#N)=C(N)Oc3n[nH]c(-c4ccncc4)c32)cc1OC (stereo not drawn),-1.3,-0.25,-0.47,0.58,i,-8,x,x,0.8%,-3.2,919,-0.21,1615,2.1%,x,x,5.8,2.9,8.8
COCCOC(=O)C1=C(C)NC(C)=C(C(=O)OCCOC)C1/C=C/c1ccccc1OC,-0.85,-0.24,-0.44,0.57,x,x,x,x,x,-1.3,1123,-0.35,1413,x,-2,733,x,x,x
COc1ccccc1C1C(C(N)=O)=C(C)Nc2ncnn21 (stereo not drawn),0.54,-0.026,0.87,0.9,i,-4,-3,5,-0.1%,0.2,1190,-0.57,1280,-7.1%,10,733,2.2,1.5,1.8
NNC(=O)/C(=C\c1cccs1)NC(=O)c1ccccc1,-0.42,-0.29,-0.45,0.11,i,-1,2,1,1.8%,-0.9,975,x,x,-28%,11,617,2.5,2.3,6.8
NS(=O)(=O)c1ccc(CCNC(=O)c2cc(-c3cc(Cl)ccc3O)n[nH]2)cc1,0.15,-0.32,-0.34,0.61,x,x,x,x,x,-3.2,1193,0.26,1545,x,7,713,x,x,x
S=C(NC1CCCCCC1)NC1CCCC1,-0.82,0.0066,0.13,0.05,+,-7.4*,60,62,-0.3%,-6.3,1092,0.16,1535,-1.8%,-3,661,2.9,2.4,9.5
COC(=O)c1ccc(Oc2nc(NC(C)C)nc(NC(C)C)n2)cc1,-0.34,-0.81,-0.36,-0.033,x,x,x,x,x,-0.2,1375,-0.35,1064,x,-3,694,x,x,x
C/C(=N\NC(=S)NC1CCCCC1)c1cccc(Br)c1,2.9,0.014,2,-1.7,i,-5,13,4,-1.1%,1.3,1123,-0.03,1406,1.2%,8,659,7.3,1.5,11
Cc1occc1C(=O)NCc1ccc2c(c1)OCO2,-0.45,0.63,0.14,0.42,i,-12,-2,0,-0.2%,-1.0,1102,-0.56,1388,2.9%,-5,766,1.1,1.1,9.5
COc1ccc(OCCSc2ncccn2)cc1,0.078,-0.27,-0.14,0.68,i,-7,-4,4,x,x,x,-0.51,1151,-6.0%,-9,533,2.0,1.5,6.7
Cc1ccccc1Cn1nc(C)c(NC(=O)c2noc3c2CC(C(C)(C)C)CC3)c1C (stereo not drawn),1.5,-0.48,0.39,0.5,i,10,18,-2,-1.1%,-1.1,1395,-1.8,1193,-4.4%,x,x,3.3,1.2,5.9
CCOC(=O)C1=C(N)N(c2ccccc2Oc2ccccc2)C(=O)C1,-0.21,-0.098,-0.089,-0.13,i,37,24,13,1.8%,-8.3,967,0.04,1243,2.5%,x,x,1.8,2.2,12
CC(=O)N/C(=C\c1cccc([N+](=O)[O-])c1)C(=O)NC1CCCCC1,0.63,-0.22,0.66,-0.97,i,-12,-20,5,-3.7%,-1.7,920,0.63,1174,-11%,-5,641,1.1,2.3,5.5
COCc1[nH]nc2c1C(c1sccc1C)C(C#N)=C(N)O2 (stereo not drawn),3.4,-0.18,1.8,-2.6,i,-51,-36,26,-0.7%,-0.7,1374,0.08,1579,-3.3%,x,x,4.9,2.4,7.9
Cc1cnc(NC(=O)c2cncc(Br)c2)s1,-0.46,-0.12,-0.32,0.55,i,-3,10,-6,4.0%,-0.9,1198,0.39,1316,-5.9%,-1,650,1.4,1.6,11
CCOc1ccc(N2C(=O)CC(N(Cc3ccco3)C(=O)CCC(=O)O)C2=O)cc1 (stereo not drawn),1.7,0.38,1.7,-2.4,i,-1,-8,-7,0.4%,-0.2,1553,0.51,1504,-1.9%,-12,560,4.0,1.5,2.3
CC(C)(C)n1ncc2c(=O)n(CC(=O)N3CCc4ccccc43)cnc21,0.15,-0.3,0.14,-0.78,i,-5,-29,-13,-0.1%,-1.3,1464,1.1,1502,-7.3%,x,x,6.7,2.7,3.4
COc1ccc(/C=N/NC(=O)c2ccc(F)cc2)cc1CN1CCc2cc(OC)c(OC)cc2C1C (stereo not drawn),0.15,-0.042,0.33,-1.6,i,9,12,-17,-1.1%,-5.3,1106,-0.48,1088,-7.8%,7,710,1.6,1.6,6.5
O=C(CCNS(=O)(=O)c1cccc2nonc12)NCCc1ccc(Cl)cc1,-0.76,-0.17,-0.095,0.034,i,12,3,-3,-1.4%,-1.3,1032,-0.06,1222,-6.6%,-2,739,6.5,3.7,13
CCOc1ccc(NS(=O)(=O)c2cc(C)c(C)cc2C)cc1,-0.72,-0.26,-0.27,0.7,i,16,33,20,-1.8%,0.6,1071,0.61,1464,-2.2%,-1,698,2.2,1.8,1.5
CCCCn1ccnc1C,0.44,-0.17,0.015,-0.36,x,x,x,x,x,-2.0,1202,-0.15,1432,x,-2,705,x,x,x
COc1ccc(NC(=O)C2CC(=O)N(C(C)C)C2)cc1 (stereo not drawn),-0.71,-0.044,-0.059,-0.63,i,3,-11,-10,2.9%,-2.1,1127,0.04,940,-13%,0,790,3.1,2.4,6.6
Cc1ccc(-c2csc(-c3cc(C)on3)n2)cc1,-0.24,-0.3,-0.53,1.4,x,x,x,x,x,1.4,1000,0.18,1423,x,11,674,x,x,x
Cc1cc(NC(=O)/C=C/c2ccco2)ccc1NC(=O)c1ccccc1,-0.49,-0.3,-0.027,0.26,i,14,5,-3,1.2%,0.6,985,-0.4,1274,-5.3%,-22,716,3.4,1.5,7.3
Cc1cc2oc(=O)cc(CN3CCN(S(=O)(=O)/C=C/c4ccccc4)CC3)c2cc1C,-0.42,-0.27,0.055,0.36,i,-17,4,20,-1.8%,1.3,1090,-0.07,1190,-14%,-6,666,1.7,3.1,12
COc1ccc(N2CCN(C(=O)c3ccc(SC)cc3OC)CC2)cc1,-0.5,-0.036,0.27,-0.53,i,-3,2,-2,-0.4%,0.0,1528,0.69,1422,-5.2%,-10,637,2.2,2.6,6.6
O=C(CSc1ncccc1C(=O)O)NC12CC3CC(CC(C3)C1)C2,-0.41,-0.23,0.26,0.06,i,-4,-11,5,-1.9%,-2.2,1124,0.5,1302,-5.0%,5,705,2.3,2.1,13
O=C(Nc1nccs1)c1ccc(N2C(=O)C3CCCCC3C2=O)cc1 (stereo not drawn),-0.6,-0.3,-0.56,0.82,i,-5,-10,3,-1.0%,-0.1,1442,0.23,1474,-7.4%,1,513,4.6,1.3,12
CCOc1cc(-c2c(C#N)c(=O)[nH]c3c2c(C)nn3-c2ccc(F)cc2)ccc1O,-0.97,-0.17,-0.42,0.069,i,12,-11,-6,-2.6%,1.3,989,x,x,-9.9%,13,542,4.8,1.5,7.8
Cc1nc2ccccn2c1-c1csc(Nc2cccc(O)c2)n1,-0.24,0.074,0.034,-1.7,i,35,3,-18,12%,75*,427*,-0.93,846,1.5%,-42,472,16,30,53
CC1CC(C)(C)N2C(=O)C3(Nc4ccccc4S3)c3cccc1c32 (stereo not drawn),0.58,0.29,0.073,-0.36,i,-2,67*,11*,1.1%,x,x,x,x,-4.6%,18,781,1.4,0.7,9.1
O=C(CCC(=O)N(CC(=O)NC1CCCC1)Cc1ccc2c(c1)OCO2)Nc1ccccn1,0.035,-0.18,0.17,-0.27,i,1,-21,-21,-1.7%,4.0,1102,-0.41,1006,-5.7%,x,x,2.9,1.7,8.0

# Single values from the results shown.
# Reading of Cc1ccccc1Cn1nc(C)c(NC(=O)c2noc3c2CC(C(C)(C)C)CC3)c1C (stereo not drawn) under bCat nuc transl cell count 5 µM: 1395
# Reading of NNC(=O)/C(=C\c1cccs1)NC(=O)c1ccccc1 under Hep lipid drop cells 6.5 µM: 617
